# Compound activity from PubChem BioAssay.
# Coupling enz: coupling enzyme interference in Giardia aldolase counter-screen | coupling enzyme system counterscreen, AmpLite Red fluorescence | activity change, negative = inhibition, % at 58.2 µM, hits read low | hit rate 0.67% among 290,000 | AID 2472; in the data active means activity change below about -30%; further: on the % scale 0 is the no-effect control and ±100 the full control effect
#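 Final compound at 57.5 uM, incubated 10 min at RT with coupling enzyme reagent (glyceraldehyde-3-phosphate), then 20 min with substrate and AmpLite Red detection. Fluorescence read at 525/598 nm; tests interference with the coupling assay, not aldolase inhibition.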
# TCR act: activates T cell receptor signaling; primary human leukocytes, anti-CD3, IL-2 HTRF, 48 h; Potency, µM (top dose mostly 9.22 µM), for the others: at the highest dose activation of IL-2 secretion, usual class: activators; 330,000 tested, under 10 active; AID 504894; further: % of control where 0% means no effect
#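 Human primary leukocytes + a-CD3 beads + cpd, 48 hr; IL-2 in supernatant by HTRF (ex 320nm / em 665nm). No co-stimulatory signal supplied.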
# Tb PFK inh: T. brucei PFK enzyme inhibition | O15648 | T. brucei PFK, ADP-Glo luminescence | Potency, µM (series often up to 57.5 µM), for the others: at the top dose activity, negative = inhibition, usual class: inhibitors | hit rate 0.17% among 330,000;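 further: potency means the concentration at half of the fitted maximal effect; 0% = uninhibited 1x PFK enzyme wells and -100% = no-enzyme wells; nearly all actives have a fitted effect of over 60% in size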
# Target sequence (O15648 whole entry, looked up): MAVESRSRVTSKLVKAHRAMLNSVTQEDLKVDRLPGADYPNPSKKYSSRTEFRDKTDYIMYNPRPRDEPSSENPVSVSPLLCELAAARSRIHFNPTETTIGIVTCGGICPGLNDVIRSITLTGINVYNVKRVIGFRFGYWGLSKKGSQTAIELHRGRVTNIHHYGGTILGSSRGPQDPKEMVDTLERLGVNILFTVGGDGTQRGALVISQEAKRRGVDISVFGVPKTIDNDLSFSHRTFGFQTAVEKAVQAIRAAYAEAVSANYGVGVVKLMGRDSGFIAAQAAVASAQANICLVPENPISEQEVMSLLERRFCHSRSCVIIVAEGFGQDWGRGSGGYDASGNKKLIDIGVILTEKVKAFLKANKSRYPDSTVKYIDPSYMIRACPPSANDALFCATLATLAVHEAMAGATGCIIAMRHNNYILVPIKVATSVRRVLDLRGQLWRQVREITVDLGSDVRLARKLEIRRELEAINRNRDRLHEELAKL
#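 Activity is normalized to no-enzyme wells (full inhibition) and 1.25 nM enzyme wells (no inhibition). Reaction: 0.5 mM F6P, 0.1 mM ATP, 45 min RT, ADP-Glo luminescence; concentration-response curves fitted and classed by quality.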
# TSHR antag: blocks TSH signaling through the human TSH receptor; TSHR-expressing cells, TSH-stimulated cAMP HTRF, 2 h; stronger effect = lower value; hit rate 0.2% among 330,000; activity change, negative = inhibition, % at 11.5 µM; AID 504810; P16473;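 active means activity change below a set negative limit, meaning inhibition stronger than a set level, cut at about -70% in these data; inconclusive means activity change between two set negative limits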; further: on the % scale 0 is the no-effect control and ±100 the full control effect
#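 Competitive HTRF cAMP read-out (cryptate anti-cAMP antibody, cAMP-d2; 30 min, room temperature) in freshly harvested TSHR cells. Compounds added before TSH at EC80 (4nM final), followed by 2 hours' incubation at 37 deg C.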
# AT treatment: candidate therapy for ataxia-telangiectasia. […] A-T fibroblasts, KAP-1 phosphorylation AlphaLISA; neocarzinostatin DNA damage 30 min before lysis. Potency, µM (series often up to 57.5 µM), without a hit: top-dose activation, usual class: activators. hit rate 0.19% among 320,000. AID 485349; further: potency means the concentration at half of the fitted maximal effect; % of control where 0% means no effect; nearly all actives have a fitted effect of over 45% in size
#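 ATM-like activity read as KAP-1 phosphorylation via AlphaLISA donor/acceptor antibody pairs after lysis and 6 hr at 25C. Cells were ATM-null patient fibroblasts ([…], hTERT), dosed 60 min, then exposed to the DSB inducer NCS for 30 min.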
# GALK inh: inhibitors of human galactokinase; hit rate 0.007% among 270,000; Potency, µM (series often up to 57.5 µM), without a hit: top-dose activity change, negative = inhibition, hits mostly inhibitors; AID 1868; Purified GALK, Kinase-Glo residual ATP luminescence; further: potency means the concentration at half of the fitted maximal effect; on the % scale 0 is the no-effect control and ±100 the full control effect
# Target sequence (P51570 whole entry, looked up): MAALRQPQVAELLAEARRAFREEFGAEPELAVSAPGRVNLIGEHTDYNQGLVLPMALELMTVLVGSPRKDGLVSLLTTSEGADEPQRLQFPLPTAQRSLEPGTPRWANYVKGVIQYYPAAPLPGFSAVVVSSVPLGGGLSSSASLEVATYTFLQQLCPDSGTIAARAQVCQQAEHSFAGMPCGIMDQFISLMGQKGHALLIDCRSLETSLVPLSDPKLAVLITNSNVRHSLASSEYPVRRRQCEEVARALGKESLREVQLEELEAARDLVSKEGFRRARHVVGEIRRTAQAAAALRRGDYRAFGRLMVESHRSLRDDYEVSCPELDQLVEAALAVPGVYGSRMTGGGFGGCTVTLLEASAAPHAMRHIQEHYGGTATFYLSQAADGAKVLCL
#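 Quantitative HTS: GALK 5 nM, ATP 35 uM, galactose 100 uM, 1 h room temperature, then luciferase-based ATP detection.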
# MLL CXXC-DNA inh: inhibitors of human MLL CXXC domain-DNA interaction | Q03164 | MLL-CXXC / FITC-HOXA9 DNA fluorescence polarization | Potency, µM (titrated, usually from 115 µM), inactives show at the highest dose activity change, negative = inhibition, actives largely listed as inhibitors | hit rate 0.037% among 290,000; active means well fitted inhibition curve with a large enough effect in the polarisation, with a control signal flat, not every such curve was filed as active; inconclusive means small, poorly fitted or top-dose-only effect, or effect the other way, or a change in a side signal; inactive means no such curve, though single readings can be large or run the other way; the % refers to the polarisation; further: potency means the concentration at half of the fitted maximal effect
#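 Steps: dispense CXXC domain solution (7 uM) → pin compounds or unlabeled HOX-A9 DNA control → 5 min ambient → add FLSN-HOX-A9 solution (50 nM) → spin → 30 min ambient → fluorescence polarization. Tris pH 7.5/NaCl/DTT/BSA buffer.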
# Giardia killer: kills Giardia lamblia. Giardia lamblia trophozoite viability. activity change, % at 7.66 µM, hits read low. hit rate 0.15% among 340,000; in the data active means activity change below about -80%; inconclusive means between about -30% and that limit;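 further: parasites exposed to compound for two days anaerobically before the ATP read; on the % scale 0 is the no-effect control and ±100 the full control effect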
#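 Killing of trophozoites was scored by loss of ATP luminescence after a 48 hrs anaerobic exposure to compounds at 37 deg C, using 100 cells per well.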
# hERG WT inh: blocks the wildtype human KCNH2 potassium channel; Q12809; U2OS, BacMam KCNH2, thallium flux FluxOr; stronger effect = lower value; activity change, % at 1.84 µM; hit rate 0.37% among 340,000;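 active means maximum activity change below -70%; inconclusive means maximum activity change between -70% and -50%; inactive means maximum activity change above -50%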; further: on the % scale 0 is the no-effect control and ±100 the full control effect
#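 U2OS cells transduced with wild-type KCNH2 virus are loaded with FluxOr dye for 45 min, and thallium flux is measured in kinetic reads before and after stimulation buffer. Rate constants are normalized to DMSO controls.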
# BCR signal inh: chronic active BCR signaling inhibition; ABC-DLBCL IkBa-CBG/CBR reporter, luminescence ratio, 4 h; hit rate 0.05% among 340,000; Potency, µM (highest dose often 46.1 µM), without a hit: at the top dose ratio change, negative = lower green/red ratio, hits mostly inhibitors; active means well fitted inhibition curve with a large enough effect in the signal ratio, with a control signal flat, not every such curve was filed as active; inconclusive means small, poorly fitted or top-dose-only effect, or effect the other way, or a change in a side signal; the % refers to the signal ratio;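 further: potency means the concentration at half of the fitted maximal effect; plate controls were basal doxycycline-induced cells for no effect and cells given 10 µM MG132 for full effect; MG132 reads +100%, hits lower the ratio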
#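 TMD8 ABC-DLBCL cells carrying doxycycline-inducible green luciferase fused to IkappaBalpha plus unfused red luciferase were exposed to compounds (up to 46 uM) for 4 hrs at 37C. Activity came from the overlap-corrected green/red luminescence ratio.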
# * = called active by the depositor; ? = inconclusive; / = not tested or not shown; [ ] = remark or other dose. Unless noted, the call rests on the fitted dose curve; in most records, active means well fitted curve in the direction sought with a large enough effect; inconclusive means small, poorly fitted or top-dose-only effect, or another doubt; inactive means no such curve, though single readings can be large; an effect the other way counts as inactive or inconclusive.
# Sequence of screens – Coupling enz	TCR act	Tb PFK inh	TSHR antag	AT treatment	GALK inh	MLL CXXC-DNA inh	Giardia killer	hERG WT inh	BCR signal inh
- CC1CN(c2ccc([N+](=O)[O-])cc2C#N)CC(C)O1 (stereo not drawn)
 : 3.4	-9.8%	-7.2%	9.1	3.9%	1.2%	1.8%	-4.8	6.7	4.1%
- Cc1ccc(NC(=O)N(Cc2cccnc2)Cc2ccco2)cc1C
 : 3.3	-1.4%	-3.1%	0.7	-6.8%	2.6%	1.3%	-3.6	8.4	0.2%
- Cc1ccc[n+](CC(=O)c2ccc(NC(=O)c3ccccc3)cc2)c1
 : -4.5	3.5%	2.6%	2.9	-5.9%	0.2%	5.3%	-6.0	-32.4	-2.3%
- Cc1ccc(CC(CC(=O)NCCc2ccc3c(c2)OCO3)C(=O)O)cc1 (stereo not drawn)
 : 1.6	3.8%	-0.7%	10.6	1.6%	0.2%	-2.6%	0.6	-11.8	17.5%
- Cc1cc(C)cc(-n2nnnc2SCC(=O)N2CCOCC2)c1
 : 2.2	-2.7%[46.1 µM]	0.2%	-5.4	2.3%	0.0%	-6.6%	-13.9	-5.9	-5.9%
- COc1cc2c(cc1OC)C(c1cc3ccccc3oc1=O)=NC(C)(C)C2
 : -2.9	-9.2%[46.1 µM]	-5.5%	-6.4	1.7%	-3.9%	1.5%	-0.9	15.4	?
- Nn1c(SCc2ccc(Br)cc2)nnc1-c1ccncc1
 : 1.3	-2.6%	-1.9%	-1.2	2.7%	-2.2%	-0.9%	28.9	-0.6	2.9%
- COc1ccc(-c2cc(C(F)(F)F)n3nc(C(=O)Nc4c(C)n(C)n(-c5ccccc5)c4=O)cc3n2)cc1
 : 1.3	-49.5%	1.4%	-5.9	-7.0%	-0.2%	6.3%	-21.0	-1.4	5.6%
- CCO[C@@H]1OC(C(N)=O)=C[C@H](c2ccc(Br)cc2)[C@H]1CCCO
 : 4.9	-1.1%	-0.7%	2.5	1.9%	2.1%	-2.2%	16.4	3.8	-5.7%
- COc1ccc([N+](=O)[O-])cc1NC(=O)c1ccc(CN(c2ccc(C)c(C)c2)S(C)(=O)=O)cc1
 : -0.1	-1.9%[46.1 µM]	-2.2%	-14.1	8.0%	-0.1%	7.7%	3.3	-0.6	3.6%
- Cc1cccn2c(=O)c3cc(C(=O)NCCc4ccccc4)c(=N)n(Cc4ccco4)c3nc12
 : -0.6	-0.3%	-0.3%	-4.2	?	3.9%	30.5%	-12.1	0.8	18.5%
- COc1ccc(CN2CCN(Cc3ccccc3)C(CCO)C2)cc1OC (stereo not drawn)
 : 0.8	0.5%	1.9%	-1.9	3.0%	4.8%	4.5%	-21.5	20.3	5.2%
- CC(C)C1Oc2cc3oc(=O)ccc3cc2C1=O (stereo not drawn)
 : -0.7	-2.4%	-3.7%	-12.2	6.0%	0.2%	3.8%	13.7	2.5	11.9%
- COc1ccc(NC(=O)CSc2nncn2C)cc1
 : 8.4	1.5%	1.8%	8.4	?	-1.8%	?	-17.0	4.6	2.8%
- COc1cccc(NC(=O)CN(C)C(=O)c2cc3c(s2)CCCCC3)c1
 : /	7.6%	0.0%	-4.8	2.2%	/	/	-16.5	-21.9	-19.5%
- COc1ccccc1-c1c(C)oc2c(CN3CCCCC3C)c(O)ccc2c1=O (stereo not drawn)
 : 1.5	-18.0%	16.6%	1.8	-10.0%	-1.1%	11.3%	-0.3	-8.0	-2.8%
- CCN(CC)CCN1C(=O)C(=O)/C(=C(/O)c2c(C)[nH]c(C(=O)OC)c2C)C1c1cccs1 (stereo not drawn)
 : -0.1	-4.5%	-0.1%	8.5	-1.1%	0.6%	2.1%	6.0	-4.6	19.5%
- Cc1nn(C(C)C)c(C)c1CN1CCCC(C(=O)c2cccc(OC(C)C)c2)C1 (stereo not drawn)
 : 0.7	13.7%	4.3%	-1.1	7.7%[11.5 µM]	0.5%	4.1%	12.6	31.9	-7.9%
- C=CCn1c(SCC(=O)N(CCOC)c2c(N)n(CCCC)c(=O)[nH]c2=O)nnc1-c1ccc(Cl)cc1
 : /	4.3%	10.9%	/	-6.3%	/	/	?	-9.0	-1.2%
- C=CCC(C#Cc1ccccc1)[N+](C)(C)CC=C (stereo not drawn)
 : 0.8	-5.8%	2.5%	3.6	7.6%	-0.7%	1.2%	15.0	10.3	2.2%
- Cc1c(C(=O)NCc2ccccc2F)oc2ccccc12
 : /	0.1%	1.9%	-0.3	-0.3%	-4.9%	12.1%	11.6	18.9	?
- CC1CN(CC(=O)c2c(N)n(Cc3ccccc3)c(=O)n(C)c2=O)CC(C)O1 (stereo not drawn)
 : 1.9	2.6%	-9.6%	2.6	0.7%	0.4%	-4.7%	-3.6	-33.7	?
- c1ccc(Cn2c(-c3ccccc3)c[n+]3c2SCCC3)cc1
 : -1.3	9.4%	0.2%	0.9	7.7%	0.2%	3.9%	-8.6	-2.1	-16.7%
- Cc1cccn2c1nc(=S)n2C(=O)c1ccco1
 : 0.6	-4.3%	-0.1%	-4.5	-13.6%	/	6.4%	4.4	-1.5	6.8%
- O=C1C2CC=CCC2C(=O)N1n1cnnc1 (stereo not drawn)
 : 0.9	6.3%	-4.8%	4.3	2.7%	8.3%	0.5%	-13.0	-11.1	-2.4%
- CC(=O)NC(CCS(C)(=O)=O)C(=O)Nc1cc(C)ccc1C (stereo not drawn)
 : 3.1	2.1%	-6.3%	5.2	-9.5%	0.4%	-10.4%	-15.3	4.2	1.0%
- COC(=O)c1cccc(NS(C)(=O)=O)c1
 : -0.8	-0.9%	-14.9%	4.7	7.8%	1.9%	-11.8%	6.7	2.3	6.1%
- CCCCNS(=O)(=O)c1ccc2nc(-c3cccs3)cc(C(=O)NCC(OC)OC)c2c1
 : 1.7	/	-2.2%	-6.8	-4.0%	/	10.5%	/	/	?
- CC(=O)N1CCOc2ccc(S(=O)(=O)NCC3CCC(C(=O)NCCC(C)C)CC3)cc21 (stereo not drawn)
 : 4.1	-1.8%	3.0%	1.3	-4.3%	8.6%	6.3%	-1.9	1.7	-0.6%
- O=C(NNC(=O)c1cnccc1C(F)(F)F)c1cccc(Cl)c1
 : 3.3	-4.1%	-0.9%	2.3	1.0%	1.4%	-6.7%	-27.5	6.8	-3.8%

# Pulled by structure from the list above:
# Sequence of screens – Coupling enz	TCR act	Tb PFK inh	TSHR antag	AT treatment	GALK inh	MLL CXXC-DNA inh	Giardia killer	hERG WT inh	BCR signal inh
- CCO[C@@H]1OC(C(N)=O)=C[C@H](c2ccc(Br)cc2)[C@H]1CCCO
 : 4.9	-1.1%	-0.7%	2.5	1.9%	2.1%	-2.2%	16.4	3.8	-5.7%
- Cc1ccc[n+](CC(=O)c2ccc(NC(=O)c3ccccc3)cc2)c1
 : -4.5	3.5%	2.6%	2.9	-5.9%	0.2%	5.3%	-6.0	-32.4	-2.3%
- CC(C)C1Oc2cc3oc(=O)ccc3cc2C1=O (stereo not drawn)
 : -0.7	-2.4%	-3.7%	-12.2	6.0%	0.2%	3.8%	13.7	2.5	11.9%

# Continued:
# Sequence of screens – Coupling enz	TCR act	Tb PFK inh	TSHR antag	AT treatment	GALK inh	MLL CXXC-DNA inh	Giardia killer	hERG WT inh	BCR signal inh
- CCNC(=O)COC(=O)/C=C/c1cccc([N+](=O)[O-])c1
 : -2.3	-0.4%	-3.5%	9.7	-4.5%	7.5%	-20.7%	9.7	1.1	0.6%
- C=CCN1CC(C)/C(=N\O)CC1C (stereo not drawn)
 : 1.0	8.2%	-7.4%	-3.8	-7.7%	6.6%	-6.7%	1.8	-0.1	10.6%
- C=CCNC(=O)/C(C#N)=C/c1ccccc1OCc1ccc(C(=O)OC)cc1
 : 1.6	-5.7%[46.1 µM]	-1.2%	-16.3	6.6%	-0.7%	-22.4%	-8.9	/	?
- CCOC(=O)c1sc(=S)n(-c2ccc(C)cc2)c1N
 : -0.2	-5.2%	-18.6%	-10.5	-0.9%	-1.3%	0.6%	15.3	-1.6	0.7%
- CC(C)c1ccc(CNCCCSc2ncccn2)cc1
 : -2.7	/	-17.2%	26.5	-1.7%	0.1%	-2.3%	7.9	37.4	?
- Cc1c(Cl)cccc1NC(=S)N(Cc1cccs1)C1CCCC1
 : 1.2	/	-7.0%	1.2	1.2%	6.3%	-0.1%	11.2	4.3	-12.7%
- CCc1ccc(C(=O)NCc2cccs2)s1
 : -1.5	3.6%	0.0%	8.7	-4.0%	-0.1%	-2.0%	-4.6	-13.0	?
- O=C(NCc1ccc(N2CCCC2=O)cc1)c1cc(COc2c(F)cccc2F)on1
 : /	1.8%	-18.5%	28.4	11.2%	7.0%	-13.2%	-0.8	-6.6	-17.8%
- O=C(CN1C(=O)NC2(CCCCCCC2)C1=O)NCc1ccccc1Cl
 : /	/	-5.9%	297.5	-5.5%	/	/	8.1	1.5	2.8%
- CCC(=O)Nc1ccc(/C=C(\C(C)=O)C(=O)c2ccccc2)cc1
 : 4.5	11.6%	-4.2%	-37.4	-2.7%	0.4%	-11.2%	3.2	-0.2	?
